# High-throughput results as filed in PubChem BioAssay.
# TDP1 block = blocks human tyrosyl-DNA phosphodiesterase 1; Q9NUW8; recombinant TDP1, AlphaScreen DNA substrate cleavage; Potency, µM (titrated, usually from 130 µM), inactives show at the highest dose activity change, negative = inhibition, hits mostly inhibitors; actives 0.28% (n = 350,000); AID 485290; further: nearly all actives have a fitted effect of over 40% in size
# Target sequence (Q9NUW8 whole entry, looked up): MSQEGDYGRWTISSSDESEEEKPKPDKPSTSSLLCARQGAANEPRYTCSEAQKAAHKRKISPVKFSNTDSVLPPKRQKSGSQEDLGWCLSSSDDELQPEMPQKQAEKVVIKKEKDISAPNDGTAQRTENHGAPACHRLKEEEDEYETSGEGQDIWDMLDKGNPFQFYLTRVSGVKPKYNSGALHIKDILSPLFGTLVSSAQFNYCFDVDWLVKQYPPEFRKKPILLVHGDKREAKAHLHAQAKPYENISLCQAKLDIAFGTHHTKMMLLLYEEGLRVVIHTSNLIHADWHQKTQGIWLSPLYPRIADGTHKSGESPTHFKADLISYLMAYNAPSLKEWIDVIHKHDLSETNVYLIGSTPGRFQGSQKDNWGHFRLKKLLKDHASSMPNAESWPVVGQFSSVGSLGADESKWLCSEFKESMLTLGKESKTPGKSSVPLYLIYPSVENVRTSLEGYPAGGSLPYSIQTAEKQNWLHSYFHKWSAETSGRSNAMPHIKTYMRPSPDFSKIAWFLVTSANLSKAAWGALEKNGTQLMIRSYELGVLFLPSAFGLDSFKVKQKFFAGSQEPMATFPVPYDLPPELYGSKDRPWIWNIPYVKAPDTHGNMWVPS
#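 Compounds were preincubated with Tdp1 (1 nM final) for 15 min at room temperature before substrate (15 nM final) started a 5 min reaction; beads (10 ug/ml final) were then added for 10 min before AlphaScreen detection.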
# TDP1 cell CPT = DT40-hTDP1 cell growth loss with CPT; chicken DT40 Tdp1-/-;hTDP1 cells + 20 nM CPT, ATP luminescence, 48 h; Potency, µM (highest dose often 46.2 µM), without a hit: top-dose activity change, negative = growth inhibition, actives largely listed as inhibitors; actives 12% (n = 420,000); AID 686979; further: nearly all actives have a fitted effect of over 55% in size
#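 Chicken DT40 Tdp1-/- cells stably complemented with human TDP1 were seeded at 400 cells/well in medium containing 20 nM camptothecin, exposed to pin-transferred compounds, and grown at 37 °C for at least 48 hr. Viability was read as ATP luminescence.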
# TDP1 cell noCPT = qHTS for Inhibitors of human tyrosyl-DNA phosphodiesterase 1 (TDP1): qHTS in cells in absence of CPT | DT40 Tdp1-/- hTDP1 cells, no CPT, ATP luminescence, 48 h | Potency, µM (titrated, usually from 46.2 µM), inactives show top-dose activity change, negative = growth inhibition, hits mostly inhibitors | actives 15% (n = 420,000) | AID 686978, 2013; further: nearly all actives have a fitted effect of over 55% in size
#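 Growth kinetics read by CellTiter-Glo luminescence after ≥48 hr at 37 °C. Cells: DT40 Tdp1-/- stably carrying human TDP1, 400 per well, compound exposure in the absence of CPT (DMSO vehicle).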
# * marks the source's active call; other numbers are inactive results; u = inconclusive; x = no result given; & = joins results of further samples; [ ] = remark or other dose. The call rests on the fitted dose curve; in most records, active means well fitted curve in the direction sought with a large enough effect; inconclusive means small, poorly fitted or top-dose-only effect, or another doubt; inactive means no such curve, though single readings can be large; an effect the other way counts as inactive or inconclusive. On the % scale 0 is the no-effect control and ±100 the full control effect; potency means the concentration at half of the fitted maximal effect.
Compound	TDP1 block	TDP1 cell CPT	TDP1 cell noCPT
CCOc1ccc(C2=Nc3ccc(Br)cc3C(c3ccc(N4CCOCC4)cc3)=NN2)cc1	4%	u	15µM*
CCn1ccnc1C[C@@H]1COc2ccccc2O1	14%	-1%	-22%
C=CC[n+]1c(-c2ccc(OC)cc2)csc1NNC(=O)Nc1ccccc1	10%	7.3µM*	5.2µM*
COc1cc(OC)c(NC(=O)CCNS(=O)(=O)c2ccc3c(c2)oc(=O)n3C)cc1Cl	3%&4%	u	-22%&-28%
COc1cc2[nH]c(=S)nc(NCc3cccnc3)c2cc1OC	x	-11%	7%
CCS(=O)(=O)NCC(c1cccnc1)N1CCN(c2ccccc2OC)CC1 (configuration not stated)	1%	-14%	-15%
CC(C)CCn1c(SCc2ccc(F)cc2Cl)nc2ccsc2c1=O	0%	5%	-6%
O=C(O)Cc1ccc(NS(=O)(=O)c2ccc3ccccc3c2)cc1	x	-4%	24%
CC(Oc1ccc2c(-c3ccccc3)cc(=O)oc2c1)C(=O)NC(Cc1c[nH]c2ccccc12)C(=O)O (configuration not stated)	2%	7%	11%
CN(C)Cc1cc(C(C)(C)C)c(O)c(C(C)(C)C)c1	6%	u	u

# Quoted at random: 2 entries already listed, in no set order.
Compound	TDP1 block	TDP1 cell CPT	TDP1 cell noCPT
O=C(O)Cc1ccc(NS(=O)(=O)c2ccc3ccccc3c2)cc1	x	-4%	24%
COc1cc2[nH]c(=S)nc(NCc3cccnc3)c2cc1OC	x	-11%	7%

# (more compounds)
Compound	TDP1 block	TDP1 cell CPT	TDP1 cell noCPT
O=S(=O)(c1ccccc1)N1CCC2(CC1)CN(c1ccccc1)C2	x	-2%	u
COc1ccc(CCC(=O)O)cc1OC	1%	-16%	-22%
COCCCNC(=O)C[C@@H]1C[C@@]2(C(=O)OC)CCCCC=C2N(Cc2ccccc2)C1=O	x	-3%	-10%
COCc1nnc(NC(=O)c2sc3ccccc3c2Cl)s1	7%	-27%	-28%
CCN1C[C@@H]2[C@@H]3C(=O)N(Cc4ccccc4)C(=O)[C@@H]3[C@](Cc3ccccc3)(C1=O)N2C(=O)c1ccc(C(F)(F)F)cc1	x	-9%	-15%
Cc1ccc(N(CC(=O)NC2CCCCC2)C(=O)CCC(=O)Nc2nccs2)cc1	4%[0.0935 µM]	3%	-23%
COC(=O)c1cc(NC(=O)c2cc3ccccc3o2)cc(C(=O)OC)c1	3%	u	u
Brc1ccc2ncnc(NCc3cccnc3)c2c1	-1%	u	21µM*
CCCCNC(=O)c1ccc2c(OCC)n(CCCC)nc2c1	2%	-2%	7%
O=C(c1cnc(N2CCOCC2)c2ccccc12)N1CCN(c2ccc(F)cc2)CC1	-1%	15µM*	u
C[C@@H](NC(=O)c1nc[nH]c1C(=O)N(C)Cc1ccccc1)c1ccccc1	0%	u	u
CCc1ccc(NC(=O)CCn2cnc3ccccc3c2=O)cc1	-14%	-4%	-20%
O=C(CCc1nc2ccccc2c(=O)[nH]1)Nc1ccc(Cl)c(Cl)c1	1%	-23%	u
COC(=O)N[C@@H]1C[C@H]2[C@@H]3CC[C@H]4C[C@@H](OC)CC[C@]4(C)[C@H]3CC[C@@]12C	0%	13µM*	15µM*
COc1ccc(C2CC(C(F)(F)F)n3ncc(C(=O)Nc4c(C)n(C)n(-c5ccccc5)c4=O)c3N2)cc1 (configuration not stated)	-5%	0%	-12%
N/C(Cc1ccc([N+](=O)[O-])cc1)=N\OC(=O)c1ccccc1Br	8%	u	u
Cc1ccc(Cl)cc1N1CCN(S(=O)(=O)c2ccc3[nH]c(=O)c(=O)[nH]c3c2)CC1	5%	15%	-10%
CC(C)=C1C2CCC1C1C(=O)N(c3ccc(C)c(C)c3)C(=O)C21 (configuration not stated)	-3%	-16%	-8%
CCS(=O)(=O)N1CCCC(C(=O)NCCc2ccc(OC)c(OC)c2)C1 (configuration not stated)	6%	-11%	-14%
COc1ccc(/C=C\c2onc(C)c2S(=O)(=O)N2CCC(C(=O)Nc3ccc(C)c(F)c3)CC2)cc1	2%	5.2µM*	6.5µM*
CCCC(=O)Nc1ccc(C2C(=O)c3ccccc3C2=O)cc1	x	16µM*	u
COc1ccc(C(CC(=O)O)NC(=O)c2sc3ccccc3c2Cl)cc1 (configuration not stated)	0%	1%	4%
C[C@H](NC(=O)[C@@H]1Cc2ccccc2CN1C(=O)OC(C)(C)C)C(=O)NCc1ccco1	5%	-9%	20%
FC(F)(F)c1ccccc1N/N=C/c1cccnc1	2%	-17%	u
NS(=O)(=O)c1ccc(NC(=S)NC(=O)c2ccc(-c3ccccc3)cc2)cc1	5%	u	u
Cc1cccc(-c2nnc3n2N=C(c2ccccc2)CS3)c1	3%	-23%	u
CN(Cc1ccc(Cl)cc1)C(=O)c1[nH]c(C(F)(F)F)nc1-c1ccccc1	x	-7%	-21%
O=c1c(-c2ccc(Cl)cc2)nc2cncnc2n1Cc1ccccc1	x	1%	-3%
Cc1[nH]c(=S)[nH]c(=O)c1Cc1ccccc1	-6%	-1%	0%
Cc1ccc(Nc2cc(C)nc3nc(Cc4ccc(Cl)cc4)nn23)cc1	2%	18µM*	15µM*
CCOc1ccc(NC(=S)N2CCC(NC(=O)c3ccccc3C)CC2)cc1	11%	-1%	-16%
O=C1[C@H]2[C@@H](c3ccccc3)N[C@]3(CCCN(Cc4ccccc4)C3=O)[C@H]2C(=O)N1Cc1ccccc1	x	-17%	u
CCCc1nc2ccc(C)cn2c1Cc1cccc(F)c1	x	u	u
COc1ccc(C2/C=C\CN(C(=O)c3ccccc3)CC(=O)N2Cc2ccc(F)cc2)cc1 (configuration not stated)	10%&1%	-27%	u
COc1ccc(OC)c(NC(=O)CSc2nnc(-c3ccco3)n2-c2ccc(C(=O)O)cc2)c1	-9%	-3%	-26%
COc1ccc(CCNC(=O)CSc2nc3ccccc3o2)cc1OC	2%	-1%	-19%
O=C1Nc2ccccc2C1=Nc1cccc([N+](=O)[O-])c1	x	-16%	-7%
O=C(C[n+]1cccc(Br)c1)c1ccc2ccccc2c1	x	-107%	-99%
O=C(Nc1ccc2oc(Cc3ccc(Cl)cc3)nc2c1)c1cccnc1	-3%	u	u
CC1(Oc2cccc(Cl)c2)CCN(Cc2ccc(OC(F)(F)F)cc2)C1 (configuration not stated)	x	-19%	-29%
CCOc1ccc(OCC)c(NC(=O)CSc2nnc(-c3cccnc3)o2)c1	9%	-10%	-7%
Cn1c(=O)c2c(ncn2CC(=O)OCC(=O)Nc2ccc(F)cc2F)n(C)c1=O	-4%[56.1 µM]	-11%	-9%
O=C(Cn1cnc([N+](=O)[O-])n1)N/N=C/c1ccc2ccccc2c1	-1%	0%	-11%
Cc1cc(C)n2c(Nc3ccc(Cl)cc3)c(-c3ccsc3)nc2n1	3%	u	u
CC1CCc2c(sc3ncnc(NCc4cccnc4)c23)C1 (configuration not stated)	5%	u	u
C/C(CC(=O)NC1CCCCC1)=N\NC(=O)c1ccccc1C	x	1%	12%
CC(C)NC(=O)NC(=O)COC(=O)c1ccc(OC(F)(F)F)cc1	-3%	-14%	-13%
CN(CC(=O)Nc1cccc2ccccc12)c1ccc(S(=O)(=O)N2CCOCC2)cn1	-1%	2%	u
Oc1ccc(/C=N/Nc2cc(N3CCOCC3)nc(N3CCOCC3)n2)cc1O	9%	u	21µM*
CC(=O)c1c(C)nc(-c2cccc([N+](=O)[O-])c2)n1O	-3%	-11%	u

# Part of the list above, reformatted.
CC(Oc1ccc2c(-c3ccccc3)cc(=O)oc2c1)C(=O)NC(Cc1c[nH]c2ccccc12)C(=O)O (configuration not stated)
- TDP1 block: 2%
- TDP1 cell CPT: 7%
- TDP1 cell noCPT: 11%
CN(C)Cc1cc(C(C)(C)C)c(O)c(C(C)(C)C)c1
- TDP1 block: 6%
- TDP1 cell CPT: u
- TDP1 cell noCPT: u
O=S(=O)(c1ccccc1)N1CCC2(CC1)CN(c1ccccc1)C2
- TDP1 block: x
- TDP1 cell CPT: -2%
- TDP1 cell noCPT: u
COc1ccc(CCC(=O)O)cc1OC
- TDP1 block: 1%
- TDP1 cell CPT: -16%
- TDP1 cell noCPT: -22%

# Other entries follow:
Compound	TDP1 block	TDP1 cell CPT	TDP1 cell noCPT
CC(=O)OC[C@H]1O[C@@H](O[C@H]2C[C@]3(C)C(C[C@@H](O)C4C([C@]5(C)CC[C@@H](C(C)(C)O)O5)CC[C@]43C)[C@@]3(C)CC[C@H](O)C(C)(C)C23)[C@H](O[C@@H]2O[C@@H](C)[C@H](O)[C@@H](O)[C@H]2O)[C@@H](O)[C@@H]1O (some centres not stated)	2%	0%	1%
Cc1ccc(NC(=O)CN2C(=O)NC(C)(C3CC3)C2=O)c(C)c1 (configuration not stated)	0%[56.1 µM]	-2%	9%
COc1ccc(NS(=O)(=O)c2cc(NC(=O)C3=NN(c4ccccc4)C(=O)CC3)ccc2C)cc1	x	u	-27%
CCCCNC(=O)CN1C(=O)CSc2ccc(S(=O)(=O)N3CCC(C)CC3)cc21	-2%	u	-18%
COc1ccc2nc(NCCO)[nH]c2c1	6%	-4%	-15%
COc1ccc(N2C(=O)C3C(c4ccc(OC)cc4O)NC(Cc4ccccc4)(C(=O)O)C3C2=O)cc1 (configuration not stated)	8%	9%	22%
c1ccc(-c2nc(C3CCCCC3)no2)cc1	2%	-15%	-29%
Cc1ncc2c(c1CNC(=O)c1cncs1)CCN(C(=O)c1cc(F)c(F)cc1F)C2	x	3%[9.04 µM]	-22%
CCCCN(CC(=O)NCc1ccc(F)cc1)C(=O)c1ccco1	-7%	-17%	-5%
CCN1CCN(CCCNC(=O)Cn2c(-c3cccs3)cc3cc(Cl)ccc32)CC1	5%	u	u

# Compound profiles, as listed above.
# Entry for CC(=O)OC[C@H]1O[C@@H](O[C@H]2C[C@]3(C)C(C[C@@H](O)C4C([C@]5(C)CC[C@@H](C(C)(C)O)O5)CC[C@]43C)[C@@]3(C)CC[C@H](O)C(C)(C)C23)[C@H](O[C@@H]2O[C@@H](C)[C@H](O)[C@@H](O)[C@H]2O)[C@@H](O)[C@@H]1O (some centres not stated) = TDP1 block: 2%; TDP1 cell CPT: 0%; TDP1 cell noCPT: 1%
# Entry for CCCCNC(=O)CN1C(=O)CSc2ccc(S(=O)(=O)N3CCC(C)CC3)cc21 = TDP1 block: -2%; TDP1 cell CPT: u; TDP1 cell noCPT: -18%

# The listing continues.
Compound	TDP1 block	TDP1 cell CPT	TDP1 cell noCPT
CCOC(=O)C1=C(O)/C(=C/c2ccc(OCC(=O)O)c(OC)c2)SC1=Nc1ccc(OCC)cc1	5%	11%	-19%
CC(C)CCNC(=O)C1(O)c2ccccc2NC(=O)N1c1ccc(Cl)cc1 (configuration not stated)	x	10%	-2%
COc1ccccc1N1CCN(Cc2ccco2)CC1	-8%	u	-11%
O=C(CSc1ccc(-c2ccncc2)nn1)N1CCCC1	5%	-22%	-11%
COc1ccc([N+](=O)[O-])cc1N(CC(O)CN1C(=O)NC(C)(C)C1=O)S(=O)(=O)c1ccccc1 (configuration not stated)	1%	-2%	3%
O=C(Nc1ccccc1OCc1cc(=O)n2ccccc2n1)c1cccc(Br)c1	0%	-13%	-26%
O=C(CCc1ccccc1)N1CCN(c2ccc(Cl)cc2)CC1	0%	-24%	-25%
Oc1ccc2ccccc2c1CN1CCCCC1	x	21%	-12%
CCOc1ccc2nc(NC(=O)C3(C)CC3(Br)Br)sc2c1 (configuration not stated)	x	16µM*	23µM*
C[C@@H]1CN([C@H](C)CO)C(=O)CCCn2nncc2CO[C@H]1CN(C)C(=O)C1CC1	x	-4%	-18%
COc1ccc2cc(CN(Cc3cccnc3)S(=O)(=O)c3ccccc3)c(=O)[nH]c2c1	1%	u	u
CCCCn1c2c(cc(C(=O)OC)c1=O)C(=O)CCC2	x	0%	1%
CCOc1ccc(CN2CCNC(=O)C2CC(=O)NCc2csc(C)n2)cc1 (configuration not stated)	3%	-18%	10%
C#CCCCc1nc2ccccc2c(=O)n1N	2%	20%	-22%
COc1cc2c(cc1OC)C(c1ccccc1)N(Cc1ccc(S(=O)(=O)NC(=O)c3ccco3)cc1)CC2 (configuration not stated)	x	-2%	-17%
COc1cccc(-c2cnc(OC(C)(C)C)nc2OC(C)(C)C)c1	-5%	0%	-28%
CCn1c(SCC(=O)N/N=C/C=C/c2ccco2)nnc1-c1ccccc1	22µM*	5%	-21%
O=C(COC(=O)c1cc(=O)[nH]c2ccccc12)NCc1ccc(Cl)cc1	-1%	4%	-28%
O=C(NCCC(=O)N(Cc1ccco1)Cc1cccs1)c1ccccc1Cl	4%	u	u
